Screening results: PubChem BioAssay, National Center for Advancing Translational Sciences (NCATS)
PTHR1 ag – qHTS for PTHR1 Agonists: Primary Screen; HEK293 GP2 PTHR1 cells, GloSensor cAMP luminescence, 1 h; Potency, µM (top dose mostly 115 µM), without a hit: at the top dose activation, hits mostly activators; Parathyroid hormone/parathyroid hormone-related peptide receptor (Homo sapiens), Q03431; 410,000 compounds, 0.075% hits; note: potency is the fitted concentration of half-maximal effect; nearly all actives have a fitted effect of over 55% in size; some results filed as inactive show a strong effect at the top dose; inactives centre near -15; many of its hits are not listed in these tables
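HEK-293-derived GP2 cells expressing PTHR1 and a GloSensor cAMP reporter, 3,000/well, plated overnight, given luciferin plus IBMX (each 0.5 mM as added) for 1 h at 37 °C, then compound for 1 h at 37 °C. Luminescence was read after 15 min at room temperature.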
DRD3 antagonist – qHTS of D3 Dopamine Receptor Antagonist: qHTS. max response, negative = inhibition, %. AID 652054, 2013. D3R cells, DiscoveRx beta-arrestin luminescence, antagonist mode; hits give low values. 360,000 compounds, 2.5% hits. D(3) dopamine receptor (Homo sapiens), P35462; in the data active = max response below about -50%; inconclusive = no clear call, values can overlap the other calls; note: % is set by controls: 0 for no effect and ±100 for the full control effect; mostly tested at two doses, the higher about 12 µM
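Cells plated overnight at 1500 cells/well, then exposed to library compounds with dopamine controls for 90 minutes at 37 degrees C. DiscoveRx reagent added for 30–60 minutes at room temperature; luminescence read, quantitative HTS format.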
MmCpn inh – Inhibitors of TCP-1 ring complex (TRiC) of Methanococcus maripaludis (MmCpn): qHTS; Chaperonin Mm-Cpn (Methanococcus maripaludis); 330,000 compounds, 0.031% hits; purified Mm-Cpn ATPase, ADP Transcreener TR-FRET; Potency, µM (titrated, usually from 76.9 µM), for inactives: at the top dose activity, negative = inhibition, usual class: inhibitors; note: potency is the fitted concentration of half-maximal effect; % is set by controls: 0 for no effect and ±100 for the full control effect; nearly all actives have a fitted effect of over 80% in size
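Reaction buffer contained 30 mM Tris pH 7.4, 100 mM KCl, 5 mM MgCl2 and 1 mM DTT. Mm-CPN (25 nM final) hydrolysed 10 uM ATP over 30 min at 37°C; ADP was read by HTRF.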
CCT modulator – High-Throughput Screening for Modulators of Cytosolic Chaperonin Activity. purified chaperonin ATPase assay, HTRF ADP detection, 30 min. 360,000 compounds, 0.3% hits. activity change, % (test concentration not listed), hits read low; in the data active = activity change below about -30%; note: % is set by controls: 0 for no effect and ±100 for the full control effect
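ATPase activity: ADP formed was measured by HTRF Transcreener (665/615 nm ratio) after 30 min at 37 deg C with 10 uM ATP. Compounds screened at one 76 uM concentration against 40 or 20 nM TRiC in Tris pH 7.4/KCl/MgCl2/DTT buffer.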
EPAC2 antag – qHTS for Antagonist of cAMP-regulated guanine nucleotide exchange factor 2 (EPAC2): primary screen. Rap guanine nucleotide exchange factor 4 (Homo sapiens), Q8WZA2. EPAC2 GEF exchange of Rap1B-BODIPY-GDP, fluorescence. Potency, µM (top dose mostly 114 µM), inactives show at the top dose activity, negative = inhibition, most hits filed as inhibitors. 360,000 compounds, 0.18% hits; note: potency is the fitted concentration of half-maximal effect; % is set by controls: 0 for no effect and ±100 for the full control effect; nearly all actives have a fitted effect of over 45% in size; many of its hits are not listed in these tables
Target sequence (Q8WZA2 whole entry, looked up): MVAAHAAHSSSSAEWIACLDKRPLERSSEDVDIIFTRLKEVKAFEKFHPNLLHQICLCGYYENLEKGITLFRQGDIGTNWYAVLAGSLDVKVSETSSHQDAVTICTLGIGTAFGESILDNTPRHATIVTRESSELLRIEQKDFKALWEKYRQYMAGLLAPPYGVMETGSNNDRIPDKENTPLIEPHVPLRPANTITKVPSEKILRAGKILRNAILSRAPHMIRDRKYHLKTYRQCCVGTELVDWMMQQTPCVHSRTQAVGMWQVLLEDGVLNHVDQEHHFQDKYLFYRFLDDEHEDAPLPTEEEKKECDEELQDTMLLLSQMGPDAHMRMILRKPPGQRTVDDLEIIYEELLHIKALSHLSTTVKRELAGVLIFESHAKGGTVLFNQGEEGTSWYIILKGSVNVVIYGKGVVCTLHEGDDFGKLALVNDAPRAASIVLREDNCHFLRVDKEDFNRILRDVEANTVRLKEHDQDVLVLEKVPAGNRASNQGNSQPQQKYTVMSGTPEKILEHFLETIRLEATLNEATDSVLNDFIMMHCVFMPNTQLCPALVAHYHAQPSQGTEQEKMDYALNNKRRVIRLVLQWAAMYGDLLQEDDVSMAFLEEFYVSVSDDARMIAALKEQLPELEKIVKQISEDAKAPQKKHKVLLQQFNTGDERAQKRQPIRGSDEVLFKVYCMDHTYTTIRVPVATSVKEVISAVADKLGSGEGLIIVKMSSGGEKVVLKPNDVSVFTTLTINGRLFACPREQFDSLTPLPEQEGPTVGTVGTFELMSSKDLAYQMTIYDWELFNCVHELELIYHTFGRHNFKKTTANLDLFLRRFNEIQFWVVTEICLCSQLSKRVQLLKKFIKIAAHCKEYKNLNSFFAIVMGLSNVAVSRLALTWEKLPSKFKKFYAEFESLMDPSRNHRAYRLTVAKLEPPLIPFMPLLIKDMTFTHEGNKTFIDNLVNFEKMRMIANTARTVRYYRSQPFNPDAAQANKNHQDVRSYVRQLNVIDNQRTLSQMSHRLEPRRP
DRD3 agonist – qHTS of D3 Dopamine Receptor Agonist: qHTS; D3R DiscoveRx beta-arrestin cells, luminescence, 90 min; 410,000 compounds, 0.58% hits; D(3) dopamine receptor (Homo sapiens), P35462; max activation, %; in the data active = max activation above about 30%; note: 0% is about no effect; mostly tested at two doses, the higher about 12 µM
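Agonist mode: compounds and dopamine controls were applied to plated cells for 90 min at 37 degrees C after an overnight attachment at 1500 cells/well. Luminescent read-out followed 30 - 60 minutes at room temperature with DiscoveRx detection reagent.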
Akt phos inh – HTS Assay for Inhibitors of Akt Phophorylation: Primary Screen. activity change, % for hits at 50 µM. 360,000 compounds, 0.32% hits. Neuro2A IGF-stimulated pAkt S473 HTRF, 20 min; hits give low values; in the data active = activity change below about -80%; inconclusive = mostly about -51% to -80%; note: % is set by controls: 0 for no effect and ±100 for the full control effect
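Single-point screen (50 µM final compound) in Neuro2A cells stimulated 20 min with 6 nM IGF at 37 deg C. After lysis, Ser473-phosphorylated Akt read by HTRF (ex 330 nm, em 615/665 nm) as the 665/615 ratio.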
EPAC2 ag – qHTS for Agonist of cAMP-regulated guanine nucleotide exchange factor 4 (EPAC2): primary screen. EPAC2 activation, biochemical qHTS; response scale: 100% = 6.5 mM cAMP response. Potency, µM (highest dose often 154 µM), inactives show at the highest dose activation, actives largely listed as activators. 360,000 compounds, 0.079% hits. AID 720711, 2013; note: potency is the fitted concentration of half-maximal effect; nearly all actives have a fitted effect of over 50% in size
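In this primary screen, activation is scored as increased exchange of BODIPY-GDP from Rap1B by 100 nM EPAC2, with 50 uM GDP as competitor. Signal is normalized to the 6.5 mM cAMP agonist control.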
Starred values were filed as active, the others as inactive; i = inactive; ? = inconclusive; nt = no result given; [ ] = another dose, or the depositor's remark. Unless noted, calls come from the whole dose curve; as a rule, active = well fitted curve in the direction sought with a large enough effect; inconclusive = small, poorly fitted or top-dose-only effect, or another doubt; inactive = no such curve, though single readings can be large; an effect the other way counts as inactive or inconclusive. These rows are one share of the data; count on the stated rates, not on these rows.

Values run as follows: PTHR1 ag	DRD3 antagonist	MmCpn inh	CCT modulator	EPAC2 antag	DRD3 agonist	Akt phos inh	EPAC2 ag
1. O=C(COc1ccc(Cl)cc1Cl)Nc1ccc(CN2CCCCC2)cc1
 : -12%	-25	1%	-0.5	0%	-20	i	6%
2. Cc1ccccc1NC(=O)CCN1C(=O)CSC1=O
 : i	14	-2%	-1.4	3%	1	i	2%
3. O=C(Nc1ccccc1-c1nnn(CC(=O)N2CCOCC2)n1)c1ccccc1F
 : -8%	-4	-3%	-1.1	4%	-4	i	6%
4. Cn1c(=O)c2c(nc(N3CCc4ccccc4C3)n2Cc2ccccc2F)n(C)c1=O
 : -13%	7	-2%	-0.3	6%	2	i	-2%
5. O=C(O)c1ccc(OCCCCCCOC2CCCCO2)cc1 (stereo not given)
 : i	2	1%	-3.6	3%	7	i	-6%
6. CCCCCCCOc1ccc(C2CC(=O)N(C)C2=O)cc1 (stereo not given)
 : -17%	4	-2%	-1.6	-24%	3	i	2%
7. COc1cccc(/C=C/C(=O)c2ccc(C)c([N+](=O)[O-])c2)c1
 : -23%	-7	-1%	-1.9	2%	-9	i	10%
8. O=C(Cc1ccccc1)Nc1cccc(C(=O)N/N=C/c2ccco2)c1
 : i	-9	2%	-1.5	-1%	-5	i	-4%
9. Cc1ccc(S(=O)(=O)N2CCOCC2)cc1NC(=O)COC(=O)c1cccc(Cl)c1Cl
 : -27%	-28	nt	-0.6	-6%	6	i	-3%
10. CCOC(=O)[C@]12CCCC=C1N(Cc1ccc3c(c1)OCO3)C(=O)[C@H](CC(=O)NCCC(C)C)C2
 : -9%	33	nt	-0.3	-8%	5	i	9%
11. C=CCOc1ccc(CNn2nnnc2N)cc1
 : i	25	-2%	-2.8	0%	5	i	1%
12. O=C(Nc1nc2c(Cl)cccc2s1)c1ccc(Br)o1
 : -9%[57.5 µM]	-14	?	-0.4	10%	-3	i	-3%
13. CC1=C(C(=O)OCC(C)C)C(c2ccc(Br)s2)NC(=O)N1 (stereo not given)
 : i	5	0%	-2.5	5%	8	i	-6%
14. CC(C)c1ccccc1NC(=O)Nc1nnc([C@@H]2C[C@H](O)[C@@H](CO)O2)s1
 : -2%	0	nt	-0.6	9%	6	i	-6%
15. CCCCCCCCC(=O)NCCOc1ccc(OC)cc1
 : -11%	0	-1%	-5.0	-3%	1	i	-5%
16. CCO[C@@H]1OC(C(N)=O)=C[C@H](c2ccc3c(c2)OCO3)[C@H]1CCCO
 : -22%	-18	nt	-3.4	11%	2	i	9%
17. COc1ccc(OC)c(C(=O)CSc2nnc(-c3cccs3)n2C)c1
 : 11%[57.5 µM]	18	-2%	-1.6	4%	5	i	8%
18. O=C(Cc1ccc(NS(=O)(=O)c2cccc(C(F)(F)F)c2)cc1)NCCN1CCOCC1
 : -5%	-9	-4%	-0.6	3%	-10	i	1%
19. Cc1nn(C)cc1CNC(=O)c1cccc(F)c1
 : i	3	-1%	-0.8	2%	3	i	0%
20. CCOc1ccc(/C=N/Nc2cc(=O)n(C)c(=O)n2C)cc1
 : -7%	17	-2%	0.8	-13%	11	i	0%
21. O=C(Nc1ccccc1N1CCOCC1)c1cccc(Oc2ccccc2)c1
 : -28%	35	3%	1.2	-3%	0	i	12%
22. Oc1[nH]c(=S)sc1/C=C1\C(c2ccccc2)=Nc2ccccc21
 : -27%	?	4%	-0.2	-2%	-2	i	5%
23. O=C(COc1ccccc1)NCCSCc1ccco1
 : -42%[inhibitor]	-15	0%	0.9	-2%	1	i	-1%
24. CC[C@@H](C)[C@H](CN[C@H](CNC)[C@@H](C)O)NCCc1ccc(OC)cc1
 : -13%	-1	0%	-1.7	7%	9	i	8%
25. CC1CCN(C(=O)Cn2cc3c(n2)CCCC3)CC1
 : -17%	13	1%	-0.7	10%	6	i	-7%
26. CC1=C(C#N)C(Nc2cccc(C)n2)(C(F)(F)F)C(=O)N1 (stereo not given)
 : i	15	2%	0.7	6%	1	i	9%
27. CCc1nc2ccc(C(=O)Nc3ccc(C(N)=O)cc3)cn2c1N(CCC(C)C)CCN(C)C
 : 0%	-24	nt	-2.4	16%	-7	i	8%
28. O=C(Nc1ccccc1)Nc1ccc(Cl)c([N+](=O)[O-])c1
 : 4%	0	0%	0.6	-1%	-6	i	5%
29. CC1CCCCC1NC(=O)/C(C#N)=C/c1ccc(F)c(F)c1 (stereo not given)
 : 2%	7	1%	2.2	23%	4	i	4%
30. Cc1ccc(N=Nc2ccc(O)c3ncccc23)cc1C
 : -11%	-69*	-1%	-3.3	4%	-9	i	2%
31. O=S(=O)(NNc1ncc(C(F)(F)F)cc1Cl)c1ccc(F)cc1F
 : i	1	-1%	-0.7	-7%	2	i	-1%
32. CC1(C(=O)NS(=O)(=O)Cc2ccccc2)CCN1C(=O)c1ccc(C2CCCCC2)cc1 (stereo not given)
 : i	30	nt	-0.7	14%	5	i	-2%
33. CNS(=O)(=O)c1ccc(N=Cc2c(C)[nH]n(-c3ccc(C)cc3C)c2=O)cc1
 : i	-11	?	1.0	-1%	-2	i	9%
34. Cc1ccc(C)c(N(C(=O)CCC(=O)Nc2cc(C)on2)C(C(=O)NC2CCCC2)c2ccco2)c1 (stereo not given)
 : i	13	1%	-0.6	12%	4	i	-9%
35. CCCN(CC(=O)Nc1ccccc1C)CC(=O)Nc1ccc(Br)cc1F
 : i	-25	2%	0.6	-7%	3	i	8%
36. O=C(NCCCN1CCN(c2ccccc2F)CC1)Nc1ccccc1[N+](=O)[O-]
 : i	-89*	0%	0.1	-6%	5	i	-3%
37. O=C(CSc1nccc2ccccc12)N1CCN(Cc2ccc3c(c2)OCO3)CC1
 : i	3	nt	0.2	-10%	-7	i	15%
38. CCOC(=O)c1ccc(NC(=O)C2CC(O)CN2S(=O)(=O)c2ccc(C)cc2)cc1 (stereo not given)
 : -7%	-54*	-1%	1.1	-2%	-18	i	1%
39. O=C(CCNC(=O)N1CC(=O)Nc2ccccc21)Nc1cccc(Cl)c1
 : 0%	7	2%	-2.3	-1%	-7	i	3%
40. CCOc1ccc(Cn2nnc(-c3ccc(S(C)(=O)=O)cc3)n2)cc1OCC
 : -30%	-1	3%	-0.7	-4%	-1	i	-2%
41. CC(=O)O[C@H]1CSC[C@H]1NC(=O)c1ccccc1
 : -16%[57.5 µM]	-23	2%	3.5	13%	3	i	27%
42. CC(CC(=O)N1CCN(c2ccc(C(F)(F)F)cn2)CC1)n1ccnc1 (stereo not given)
 : -22%	-13	0%	-0.3	2%	-5	i	7%
43. Cc1ccc(OCC(=O)N(C)CC(=O)Nc2ccc(F)c(F)c2F)cc1
 : -2%	-25	2%	-0.6	-12%	-7	i	-1%
44. CCN(CC)C(=O)Cn1cnc2sc(C(=O)N3CCN(Cc4ccc5c(c4)OCO5)CC3)c(C)c2c1=O
 : -10%	-21	0%	1.4	9%	-8	i	4%
45. COc1ccc(C(CNC(=O)C(C)Sc2ccccc2)N2CCOCC2)cc1 (stereo not given)
 : -8%	-16	nt	-2.8	-9%	-10	i	-3%
46. COc1ccc2c(c1OC)C(=O)N1N=C(c3ccc(F)cc3)CC21 (stereo not given)
 : -17%	-4	0%	1.7	-5%[57.1 µM]	-1	i	-2%
47. Cc1nc(SCc2nc3ccc(Br)cc3[nH]2)c2oc3ccccc3c2n1
 : -36%[inhibitor]	nt	?	nt	9%	nt	nt	14%
48. C/C(=N/NS(=O)(=O)c1ccc(F)cc1)c1ccncc1
 : -47%[inhibitor]	7	0%	-1.3	-3%	-5	i	0%
49. CC(=O)c1cccc(NC(=O)c2cc(C(C)C)on2)c1
 : -14%	15	1%	0.6	-2%	-7	i	6%
50. O=C(Nc1cc(C(F)(F)F)ccc1N1CCCCC1)c1cccc([N+](=O)[O-])c1
 : i	36	-4%	2.9	10%	6	i	?

The list goes on.
Values run as follows: PTHR1 ag	DRD3 antagonist	MmCpn inh	CCT modulator	EPAC2 antag	DRD3 agonist	Akt phos inh	EPAC2 ag
51. Cc1ccc(C(=O)OCC(=O)Nc2ccc(F)c(Cl)c2)o1
 : i	8	0%	-0.2	1%	2	i	3%
52. COc1ccc(C=NNC(=S)NC23CC4CC(CC(C4)C2)C3)cc1OC
 : -6%	6	nt	-4.3	-9%	6	i	-2%
53. CN(C)S(=O)(=O)Oc1ccc(C(=O)Nc2ccc([N+](=O)[O-])cc2)cc1
 : i	6	-8%	-0.1	5%	3	i	7%
54. COCCCNC(=O)Cc1ccc(S(=O)(=O)N2CCOCC2)s1
 : i	7	-2%	-2.1	4%	5	i	3%
55. CN(C)c1nc(N)nc(CSc2nnnn2-c2cccc3ccccc23)n1
 : -2%[57.5 µM]	27	-3%	1.0	-1%	1	i	-3%
56. Cc1cc(=O)n(CCC(=O)O)c2ccccc12
 : -10%[57.5 µM]	15	2%	-2.8	0%	7	i	4%
57. CCOC(=O)C1(C)CCCN(C(=O)c2cc(C)oc2C)C1 (stereo not given)
 : i	2	nt	0.2	14%	5	i	1%
58. O=C(CC1CCC1)Nc1cccc2c([N+](=O)[O-])cccc12
 : i	2	nt	1.5	-1%	-6	i	6%
59. C=CCCC(=O)N1CCCC(C(=O)c2cccc(OC)c2)C1 (stereo not given)
 : i	104	-2%	-1.1	-4%	-3	i	3%
60. O=C(NNC(=O)c1ccc2ccccc2n1)c1ccc(O)cc1
 : i	-4	0%	1.1	6%	3	i	8%
61. Cc1ccc(Cl)cc1N1CCN(C(=O)CCC(=O)O)CC1
 : i	-16	-1%	0.2	1%	2	i	-10%
62. NS(=O)(=O)c1ccc(CCNC(=O)COC(=O)Cc2c(F)cccc2Cl)cc1
 : i	11	1%	-3.4	3%	4	i	-2%
63. COCCNC(=O)c1ccc(-n2c(SCc3cccnc3)nc3ccccc3c2=O)cc1
 : i	-22	-3%	-1.1	-5%	-4	i	-5%
